Compound activity: PubChem BioAssay, National Center for Advancing Translational Sciences (NCATS)
KB-V1 cytotox – qHTS assay for MDR1-selective chemotherapeutics: Primary screen using the drug-selected MDR subline cells KB-V1; KB-V1 MDR cells viability, CellTiter-Glo, 72 h; Potency, µM (doses to about 46.1 µM), for the others: at the highest dose activity change, negative = cytotoxicity, usual class: cytotoxic; 400,000 tested, 3.4% active; note: potency is the fitted concentration of half-maximal effect; % is set by controls: 0 for no effect and ±100 for the full control effect; nearly all actives have a fitted effect of over 60% in size
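In this primary screen, KB-V1 cells overexpressing P-gp are incubated with library compounds (lowest to highest concentration) for 72 h at 37 degrees C before a luminescent ATP viability read.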
KB-3-1 tox – qHTS assay for MDR1-selective chemotherapeutics: Primary screen using the parental adenocarcinoma cell KB-3-1. Potency, µM (doses to about 46.1 µM), inactives show top-dose activity change, negative = cytotoxic, hits mostly cytotoxic. 400,000 tested, 1.4% active. KB-3-1 viability, CellTiter-Glo ATP luminescence, 72 h; note: potency is the fitted concentration of half-maximal effect; % is set by controls: 0 for no effect and ±100 for the full control effect; nearly all actives have a fitted effect of over 60% in size
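Parental KB-3-1 adenocarcinoma cells in phenol-red-free DMEM with 10% FBS were pin-treated with compounds at several concentrations, incubated 72 h at 37 °C, and viability read by CellTiter-Glo luminescence; concentration-effect curves were fitted after normalization.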
IL-1B inflam inh – qHTS for Inhibitors of Inflammasome Signaling: IL-1-beta AlphaLISA Primary Screen; 360,000 tested, 4.7% active; THP-1 LPS/ATP IL-1B secretion, AlphaLISA, 16 h; hits give low values; activity change, % at 57.5 µM; AID 743279, 2014; in the data active = activity change below about -50%; inconclusive = mostly about -30% to -49%; note: % is set by controls: 0 for no effect and ±100 for the full control effect
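THP-1 cells pretreated 1 hr with compounds (up to 57.5 uM final), then stimulated with LPS (250 ng/mL final) plus ATP (1.25 mM final); secreted IL-1B measured by AlphaLISA after 16 hr, decreased signal indicating inhibition.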
ATXN2 expr inh – Primary qHTS for Inhibitors of ATXN expression. HEK-293 ATXN2-luciferase reporter, luminescence, 24 h. Potency, µM (highest dose often 57 µM), inactives show at the highest dose activity change, negative = inhibition, most hits filed as inhibitors. 360,000 tested, 0.72% active; note: potency is the fitted concentration of half-maximal effect; % is set by controls: 0 for no effect and ±100 for the full control effect; nearly all actives have a fitted effect of over 55% in size
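qHTS (up to 57 uM final) was run with 24 h compound exposure of reporter cells at 37 °C. Each well was multiplexed: SteadyGlo luminescence measured ATXN2-luciferase expression after a fluorogenic Gly-Phe-AFC viability readout (25 uM final).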
SW480 rerep – A quantitative high throughput screen for small molecules that induce DNA re-replication in SW480 colon adenocarcinoma cells | Potency, µM (series often up to 46.1 µM), inactives show top-dose re-replication activation, hits mostly activators | AID 624297, 2012 | SW480 DNA re-replication, Hoechst DNA content imaging, 48 h | 340,000 tested, 1.8% active; note: potency is the fitted concentration of half-maximal effect; % of control where 0% means no effect; nearly all actives have a fitted effect of over 55% in size
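Image-based DNA-content assay: after two days of treatment, nuclei were labelled with the DNA dye Hoechst and imaged, and hits were compounds raising the count of nuclei showing high fluorescence intensity.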
MCF10A rereplic – A quantitative high throughput screen for small molecules that induce DNA re-replication in MCF 10a normal breast cells | MCF 10A DNA re-replication, Hoechst nuclear intensity, 48 h | Potency, µM (top dose mostly 46.1 µM), without a hit: top-dose activity, positive = re-replication, hits mostly activators | 350,000 tested, 2.9% active; note: potency is the fitted concentration of half-maximal effect; % of control where 0% means no effect; nearly all actives have a fitted effect of over 50% in size
HT1080NT lethal – qHTS for induction of synthetic lethality in tumor cells producing 2HG: qHTS for the HT-1080-NT fibrosarcoma cell line; HT-1080-NT fibrosarcoma viability, CellTiter-Glo ATP luminescence, 48 h; Potency, µM (highest dose often 46.1 µM), inactives show at the top dose activity, negative = less viability, hits mostly cytotoxic; 360,000 tested, 1.6% active;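 note: NT is the 2HG producing partner of a matched IDH1 knockdown line; potency is the fitted concentration of half-maximal effect; 0% = DMSO-treated cells and -100% = media-only wells without cells; nearly all actives have a fitted effect of over 55% in size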
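Luminescent CellTiter-Glo readout after 48 hours of compound exposure at 37 degrees C defined viability of HT-1080-NT cells. Activity was normalized to DMSO wells and cell-free media wells; concentration-response curves were fitted and assigned curve classes.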
HT1080 IDH1KD tx – qHTS for induction of synthetic lethality in tumor cells producing 2HG: qHTS for the HT-1080-IDH1KD cell line | 360,000 tested, 2% active | HT-1080 IDH1 knockdown viability, ATP luminescence, 48 h | Potency, µM (highest dose often 46.1 µM), for the others: at the top dose activity, negative = toxicity, most hits filed as cytotoxic;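 note: potency is the fitted concentration of half-maximal effect; 0% = DMSO wells and -100% = cell-free medium wells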
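Using the IDH1-knockdown HT-1080 line run in the same batch and compound series as the NT line, viability after 48 h at 37 °C was determined by CellTiter-Glo luminescence and expressed as % activity.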
WRN inhibitor – qHTS for Inhibitors of WRN Helicase | Bifunctional 3'-5' exonuclease/ATP-dependent helicase WRN (Homo sapiens), Q14191 | WRN helicase unwinding, fluorescent forked duplex, kinetic | Potency, µM (series often up to 114 µM), for inactives: top-dose activity change, negative = inhibition, most hits filed as inhibitors | 360,000 tested, 0.46% active | AID 651768, 2012; note: potency is the fitted concentration of half-maximal effect; % is set by controls: 0 for no effect and ±100 for the full control effect; nearly all actives have a fitted effect of over 55% in size
Target sequence (Q14191 whole entry, looked up): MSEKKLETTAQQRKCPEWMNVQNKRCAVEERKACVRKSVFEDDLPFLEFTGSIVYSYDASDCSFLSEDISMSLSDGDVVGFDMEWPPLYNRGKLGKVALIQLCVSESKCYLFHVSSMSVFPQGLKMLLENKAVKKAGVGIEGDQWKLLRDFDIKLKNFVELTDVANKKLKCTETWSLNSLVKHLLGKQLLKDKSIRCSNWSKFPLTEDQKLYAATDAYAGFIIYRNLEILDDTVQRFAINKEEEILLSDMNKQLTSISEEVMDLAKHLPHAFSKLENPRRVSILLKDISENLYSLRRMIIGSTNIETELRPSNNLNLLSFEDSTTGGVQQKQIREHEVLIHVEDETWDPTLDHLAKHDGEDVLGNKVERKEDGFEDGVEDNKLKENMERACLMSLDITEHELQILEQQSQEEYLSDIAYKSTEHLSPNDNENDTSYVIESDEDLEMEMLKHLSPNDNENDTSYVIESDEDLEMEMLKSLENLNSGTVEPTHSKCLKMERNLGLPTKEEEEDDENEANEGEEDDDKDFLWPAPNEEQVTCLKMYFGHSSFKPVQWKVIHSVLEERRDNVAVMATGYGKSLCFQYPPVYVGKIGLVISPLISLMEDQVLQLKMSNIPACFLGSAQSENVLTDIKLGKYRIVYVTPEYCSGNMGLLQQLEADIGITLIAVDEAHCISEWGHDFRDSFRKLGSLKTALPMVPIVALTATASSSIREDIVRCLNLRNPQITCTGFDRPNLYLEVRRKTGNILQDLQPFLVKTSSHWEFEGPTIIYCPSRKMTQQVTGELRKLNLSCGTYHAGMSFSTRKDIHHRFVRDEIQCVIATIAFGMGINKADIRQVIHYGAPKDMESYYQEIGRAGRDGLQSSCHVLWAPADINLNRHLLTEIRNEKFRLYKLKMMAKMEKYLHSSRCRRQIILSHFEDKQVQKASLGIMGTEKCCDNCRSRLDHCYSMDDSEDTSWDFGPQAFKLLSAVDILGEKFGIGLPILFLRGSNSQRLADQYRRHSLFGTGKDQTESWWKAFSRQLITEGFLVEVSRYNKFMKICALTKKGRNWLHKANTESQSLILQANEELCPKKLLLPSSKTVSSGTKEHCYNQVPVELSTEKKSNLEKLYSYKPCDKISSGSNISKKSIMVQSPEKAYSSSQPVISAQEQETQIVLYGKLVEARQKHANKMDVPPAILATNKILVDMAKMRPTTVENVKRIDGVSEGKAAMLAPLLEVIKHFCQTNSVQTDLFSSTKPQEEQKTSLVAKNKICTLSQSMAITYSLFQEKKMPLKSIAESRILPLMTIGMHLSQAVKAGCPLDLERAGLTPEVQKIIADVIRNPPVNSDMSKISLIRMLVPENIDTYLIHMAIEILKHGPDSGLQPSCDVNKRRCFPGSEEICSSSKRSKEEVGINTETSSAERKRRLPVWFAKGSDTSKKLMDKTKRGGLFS
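Enzyme (20 nM final) and test compound sit together 15 min at room temperature before substrate addition. Substrate is a single-forked duplex oligonucleotide (100 nM) labelled with fluorophore and quencher, with 2 mM ATP; helicase unwinding raises red fluorescence, read kinetically.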
* = called active by the depositor; ? = inconclusive; / = no result given; [ ] = another dose, or the depositor's remark. Unless noted, calls come from the whole dose curve; as a rule, active = well fitted curve in the direction sought with a large enough effect; inconclusive = small, poorly fitted or top-dose-only effect, or another doubt; inactive = no such curve, though single readings can be large; an effect the other way counts as inactive or inconclusive. No enrichment for hits; overall some 12% were active at least once.

SMILES	KB-V1 cytotox	KB-3-1 tox	IL-1B inflam inh	ATXN2 expr inh	SW480 rerep	MCF10A rereplic	HT1080NT lethal	HT1080 IDH1KD tx	WRN inhibitor
Cc1ccc(C)c(S(=O)(=O)N2CCN(C(=O)Nc3ccccc3)CC2)c1	-4%	1%	25	10%	5%	16%	0%	2%	-2%
CCn1c2ccccc2c2cc(NC(=O)c3ccc([N+](=O)[O-])cc3)ccc21	-13%	?	-9	-2%	14%	19%	-11%	-17%	-28%[57.1 µM]
O=C(COC(=O)c1ccc(O)cc1O)NC(=O)c1ccccc1	7%	-2%	14	-4%	?	0%	13%	9%	-1%
O=c1cc(CSc2nnc(-c3ccccc3)o2)c2ccccc2[nH]1	0%	-7%	-25	-8%	13%	18%	1%	6%	-7%
O=C(NCCC(=O)N(Cc1ccco1)Cc1cccs1)c1ccc([N+](=O)[O-])cc1	?	-10%	-3	-19%	2%	6%	-8%	-7%	-20%
CN(C)c1ccc(/C=N/N=C2/NC(=O)/C(=C/c3ccc([N+](=O)[O-])cc3)S2)cc1	?	?	9	18%	1%	?	-2%	3%	-21%
O=C(OCC(=O)N1N=C(c2ccc(Cl)cc2)CC1c1ccco1)c1ccco1 (centres undefined)	2%	10%	-3	-4%	16%	1%	-10%	-16%	1%
Cc1ccc(NC(=O)C2(c3ccccc3)CCCC2)nc1	?	8%	17	3%	-5%	9%	-1%	3%	-1%
CC(C)N1CCN(C(=O)c2cccc(Cl)c2)CC1	-6%	-11%	1	4%	-1%	2%	-1%	-2%	-8%[57.1 µM]
Cc1onc(-c2ccccc2Cl)c1C(=O)N/N=C(\N)COc1ccc(Cl)cc1	15µM*	?	-13	?	-1%	15%	-5%	?	-10%
COc1ccc(NC(=O)CSc2nnc(-c3cccnc3)o2)c(OC)c1	0%	9%	-1	-3%	-3%	-5%	7%	4%	-5%
CC(C)CN1C(=O)C(=O)N(CC(=O)N(C)CC(=O)Nc2ccc(F)cc2)C1=O	0%	-4%	24	10%	0%	-3%	6%	19%	8%
CCCOc1ccc(C(=O)NNC(=S)NC(=O)c2ccccc2[N+](=O)[O-])cc1	?	?	52	-23%	14%	17%	-26%	?	1%
Cc1ccc(C(=O)NNC(=O)c2ccc3ccccc3c2)cc1	-5%	0%	2	45%[activator]	2%	-1%	6%	4%	-10%
COc1ccc(NC(=O)CCNS(=O)(=O)c2ccc3c(c2)c(=O)n(C)c(=O)n3C)cc1	20%	1%	13	-5%	-5%	1%	15%[9.24 µM]	-15%	-1%
CC1=C(C(=O)OCc2ccccc2)C(c2ccccc2Cl)NC(=O)N1CCCC(=O)O (centres undefined)	10%	0%	41	7%	3%	-28%	8%	-2%	-3%
CCOC(=O)Nc1cc(C(=O)OC)cc(C(=O)OC)c1	5%	16%	2	-14%	0%	-4%	2%	14%	-1%
Cc1cc2nc(-c3ccc(F)cc3)c(Cc3cccc(Cl)c3)n2c(C)c1Br	?	?	47	1%	/	/	-3%	-5%	-4%
COc1cccc(N2CC(C(=O)Nc3ccc(C(=O)OC(C)C)cc3)CC2=O)c1 (centres undefined)	-1%	2%	-1	0%	1%[9.22 µM]	13%	-6%	-22%	-2%
O=C(Cc1c[nH]c2ccccc12)Nc1ccccc1N1CCOCC1	-12%	3%	0	-17%	-4%	-2%	-7%	-11%	-10%

In the list so far, these have an aryl methoxy group:
SMILES	KB-V1 cytotox	KB-3-1 tox	IL-1B inflam inh	ATXN2 expr inh	SW480 rerep	MCF10A rereplic	HT1080NT lethal	HT1080 IDH1KD tx	WRN inhibitor
COc1ccc(NC(=O)CSc2nnc(-c3cccnc3)o2)c(OC)c1	0%	9%	-1	-3%	-3%	-5%	7%	4%	-5%
COc1ccc(NC(=O)CCNS(=O)(=O)c2ccc3c(c2)c(=O)n(C)c(=O)n3C)cc1	20%	1%	13	-5%	-5%	1%	15%[9.24 µM]	-15%	-1%
COc1cccc(N2CC(C(=O)Nc3ccc(C(=O)OC(C)C)cc3)CC2=O)c1 (centres undefined)	-1%	2%	-1	0%	1%[9.22 µM]	13%	-6%	-22%	-2%

(more compounds)
SMILES	KB-V1 cytotox	KB-3-1 tox	IL-1B inflam inh	ATXN2 expr inh	SW480 rerep	MCF10A rereplic	HT1080NT lethal	HT1080 IDH1KD tx	WRN inhibitor
COc1cc(CNCc2ccc(C(=O)O)cc2)ccc1OCc1ccc(F)cc1	4%	1%	-4	0%	-21%	1%	-1%	-5%	-3%
COCCn1c(SCC(=O)Nc2ccccc2C)nc2c(oc3ccccc32)c1=O	?	-3%	0	-7%	-2%	-2%	7%	2%	-8%
C[C@@H]1[C@H]2CCCC[C@H]2CN(C(=O)OC(C)(C)C)[C@@H]1CC(=O)c1ccccc1	-5%	0%	12	-7%	42%	-6%	-8%	-6%	-6%
O=C(O)c1ccc(NC(=O)c2cn(-c3ccccc3)nc2-c2ccc(Cl)cc2)cc1	?	?	-53*	12%	0%	?	9.2µM*	21µM*	-15%
CCCCCNC(=O)c1ccc(NC(=O)CC2SC(N3CCCC3)=NC2=O)cc1 (centres undefined)	-4%	2%	-6	/	/	/	-1%	-7%	5%
NS(=O)(=O)c1cc(Br)c2c(c1)S(=O)(=O)NCN2	7%	2%	-22	/	/	/	5%	15%	3%
CCOc1cc(NC(=O)c2ccccn2)c(OCC)cc1NC(=O)c1ccc(C)cc1	-18%	0%	7	/	10%	?	-2%	12%	7%
CSCCC(NS(=O)(=O)c1cccc(C(F)(F)F)c1)C(=O)N(C)CCOc1ccc(Cl)cc1 (centres undefined)	?	-6%	-57*	-21%	5.8µM*	?	1%	-2%	-7%
CCNCCC(CCC(C)C)c1ccc2c(c1)OCO2 (centres undefined)	-19%	-25%	-24	-19%	-4%	1%	-17%	-9%	1%
COc1ccc(NC(=O)C(CC(=O)O)Cc2ccc(C)cc2)cc1 (centres undefined)	-8%	-8%	22	-17%	-3%	0%	14%	10%	-1%
Cn1ncc(Br)c1NC(=O)CSc1ccc(Cl)cc1	-9%	?	27	-11%	1%	1%	-7%	-1%	-10%
COc1ccc(C(C(C(=O)c2ccco2)N2CCOCC2)N2CCOCC2)cc1 (centres undefined)	?	5%	0	-5%	-6%	17%	-5%	2%	-4%
COC(=O)c1ccc2c(c1)NC(=O)CS2	-2%	3%	12	2%	-5%	7%	10%	9%	0%
Cc1ccc(C(=O)NCCN2CCOCC2)c(Cl)c1	17%	0%	-7	30%	-7%	0%	13%	5%	-5%
CCNC(=S)N/N=C/c1cccs1	0%	3%	?	-5%	-7%	-6%	11%	0%	13%[57.1 µM]
Cc1cccc(CSc2nnc(-c3cccs3)n2Cc2ccco2)c1	?	7%	-6	0%	8%	?	0%	?	-13%
O=C1CC(C(=O)Nc2cccc(F)c2)n2c(nc3ccccc32)N1 (centres undefined)	3%	0%	10	-15%	?	-15%	-30%	-13%	-5%
CC(C)C[C@H]1CNC(=S)N1CC1CCCN1C[C@H](CC(C)C)N1C[C@H](Cc2ccc(O)cc2)N(CC2CCCCC2)C1=S (some centres undefined)	?	?	0	?	?	13%	-23%	-24%	-5%
O=C(CN1CCCC1)Nc1nnc(-c2cccs2)s1	-18%	8%	8	28%	-1%	?	0%	-5%	-34%[57.1 µM]
COc1ccc(/C=N/NC(=O)c2cc(-c3ccccc3)nc3ccccc23)c(OC)c1	-1%	-12%	-24	/	-5%	?	-13%	0%	-3%
CCOC(=O)N1CCC(NC(=O)c2cc(C(=O)Nc3ccc(S(=O)(=O)N4CCCCC4)cc3)ccc2CO)CC1	0%	3%	56	-27%	-35%[inhibitor]	6%	8%	8%	-6%
Cc1cc(NC(=O)CSc2sc3c(O)cc(=O)[nH]c3c2C#N)ccc1Br	45%	-3%	26	4%	-17%	3%	-5%	0%	-7%[11.6 µM]
COc1ccccc1OCCSc1nnc(CNC(=O)c2ccco2)n1C	-6%	-6%	4	9%	-11%	2%	15%	8%	-4%
COCCN1CC(=O)N2C(c3cccc(C)c3)c3[nH]c4ccccc4c3C[C@H]2C1=O (some centres undefined)	3%	3%	-24	/	-4%	-3%	1%	-6%	-3%
COCCNc1ncnc2c1ncn2[C@H]1CN(Cc2ccccc2)C[C@@H](CO)O1	1%	0%	24	8%	/	/	9%	1%	-7%
CCCCN(CCCC)C(=O)CCS(=O)(=O)c1ccc2c(c1)n(C)c(=O)c(=O)n2C	0%	-6%	7	-2%	1%	20%	1%	0%	9%
Nc1ccn(C2OC(COP(=O)(O)O)C(O)C2O)c(=O)n1 (centres undefined)	?	?	27	?	0.65µM*	?	-3%	-17%	-1%
O=C(CN1C(=O)NC(Cc2c[nH]c3ccccc23)C1=O)NC1CC1 (centres undefined)	4%	4%	29	8%	4%	0%	10%	10%	2%
COc1ccccc1OCC(=O)Nc1nnc(C2CCCC2)s1	16%	22%	6	14%	-10%	9%	16%	18%	-6%[57.1 µM]
CSCC[C@H](NC(=O)N1CCn2c1nc1ccccc12)C(=O)NCc1ccc2c(c1)OCO2	?	-20%	-9	2%	21%	-3%	-19%	-8%	1%
O=C(CC1Nc2ccccc2NC1=O)NCCc1ccccc1 (centres undefined)	?	19%	8	1%	-2%	?	1%	8%	6%
OC(c1ccccc1)(c1ccccc1)c1nccn1-c1ccccc1	-6%	5%	0	-14%	-5%	-4%	0%	-18%	4%
